Source: PubChem BioAssay (several laboratories)
GC-B act = GC-B (human) receptor activation. P20594. HEK293-GC-B cells, CNP EC30, cGMP TR-FRET; 0% at EC30 CNP, 100% saturating CNP. activation, % at 10 µM. 0.11% of 370,000 active;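 active means activation at 10 µM reaching about 35% in either raw or pattern-adjusted values, limit read from the data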
NPR1 activator = GC-A (human) enzyme activation | P16066 | HEK293 GC-A cells, cGMP TR-FRET, EC30 ANP; 0% at EC30 ANP, 100% saturating ANP | activation, % at 10 µM | 0.14% of 370,000 active | AID 1671463; in the data active means activation above about 40%
Target sequence (P16066 whole entry, looked up): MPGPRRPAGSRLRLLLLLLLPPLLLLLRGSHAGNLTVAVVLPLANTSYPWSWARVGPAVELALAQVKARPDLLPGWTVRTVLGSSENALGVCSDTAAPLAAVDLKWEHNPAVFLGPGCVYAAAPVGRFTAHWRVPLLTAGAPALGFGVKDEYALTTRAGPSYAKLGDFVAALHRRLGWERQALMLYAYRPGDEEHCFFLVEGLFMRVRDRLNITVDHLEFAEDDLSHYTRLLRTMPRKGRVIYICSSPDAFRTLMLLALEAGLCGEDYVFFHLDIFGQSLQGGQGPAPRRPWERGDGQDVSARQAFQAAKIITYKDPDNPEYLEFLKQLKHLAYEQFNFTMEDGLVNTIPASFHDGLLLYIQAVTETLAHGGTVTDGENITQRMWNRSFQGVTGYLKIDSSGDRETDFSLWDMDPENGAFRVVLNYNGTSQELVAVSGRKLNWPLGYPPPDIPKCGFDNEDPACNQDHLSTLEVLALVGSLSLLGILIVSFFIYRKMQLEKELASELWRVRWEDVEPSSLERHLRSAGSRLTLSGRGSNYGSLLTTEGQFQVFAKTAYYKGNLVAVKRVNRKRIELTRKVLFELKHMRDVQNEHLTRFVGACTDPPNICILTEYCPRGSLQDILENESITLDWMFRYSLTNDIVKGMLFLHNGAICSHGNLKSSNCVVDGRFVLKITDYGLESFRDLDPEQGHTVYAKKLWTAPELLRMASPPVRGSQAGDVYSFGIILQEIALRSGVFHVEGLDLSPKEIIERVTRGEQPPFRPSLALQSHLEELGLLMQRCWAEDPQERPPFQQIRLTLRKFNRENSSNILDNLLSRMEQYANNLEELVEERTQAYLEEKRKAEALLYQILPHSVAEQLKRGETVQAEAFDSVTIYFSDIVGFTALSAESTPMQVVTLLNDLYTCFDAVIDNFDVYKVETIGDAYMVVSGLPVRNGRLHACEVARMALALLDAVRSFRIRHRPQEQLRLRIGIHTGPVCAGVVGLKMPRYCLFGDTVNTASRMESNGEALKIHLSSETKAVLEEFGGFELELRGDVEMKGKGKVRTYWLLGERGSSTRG
hgDAF-12 ag = hgDAF-12 agonism, primary luciferase screen. activation, % at 6.8 µM. HEK293 GAL4-hgDAF12 UAS-luciferase reporter, agonist luminescence; normalized to butyrate control. 1.8% of 370,000 active. AID 687014;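 active means activation above a cutoff set at the mean of all screened compounds plus 3 SD, cut at about 10% in these data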;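 further: 0% = DMSO wells and 100% = sodium butyrate wells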
SMARCA2 act = increases SMARCA2 function in MMTV reporter cells. 1% of 370,000 active. activation, % at 9.1 µM. AID 652017. MG213 cells, MMTV-luciferase reporter, dexamethasone, overnight; in the data active means activation above about 7.8%;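 further: 0% = vehicle wells and 100% = reference activator wells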
KLK7 zymogen act = activators of human kallikrein-7 zymogen | 0.9% of 370,000 active | purified proKLK7, EDANS-DABCYL substrate fluorescence; 100% is mature enzyme control, 0% vehicle | activation, % at 7 µM | AID 652039;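 active means activation above the mean of all tested compounds plus 3 SD, computed per campaign excluding outliers beyond control limits, cut at about 13% in these data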
DAX1 inh-1 = inhibitors of DAX1 repression of SF-1 activated StAR promoter; 1.1% of 370,000 active; inhibition, % at 6.8 µM; AID 652010; HEK293T StAR-luciferase reporter, SF-1/DAX-1 repression relief;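 active means inhibition above the mean over all tested compounds plus 3 SD, cut at about 3.6% in these data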;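 further: 0% = DAX-1 cells with DMSO and 100% = cells lacking DAX-1 with DMSO; higher inhibition means more luminescence from relief of DAX-1 repression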
DAX1 inh-2 = inhibits human nuclear receptor DAX1; P51843; HEK293 Gal4-DAX1 luciferase reporter, luminescence; inhibition, % at 6.75 µM; 0.99% of 340,000 active; AID 504766;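 active means inhibition above the mean over all tested compounds plus 3 SD, cut at about 4.2% in these data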;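 further: 0% = DAX1-transfected cells with DMSO and 100% = empty-vector control cells with DMSO; inhibition shows as a rise in luminescence from relieved DAX1 repression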
ssDAF-12 act = activates DAF-12 receptor from parasite S. stercoralis; HEK293 ssDAF-12/GRIP1 lit1-tk-luc reporter, luminescence; % of 3 µM dafachronic acid response; 1% of 370,000 active; activation, % at 6.8 µM;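 active means activation above the mean over all tested compounds plus 3 SD, cut at about 0.9% in these data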;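 further: 0% = DMSO-only wells and 100% = 3 µM delta7-dafachronic acid wells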
GAA850 FXN act = frataxin GAA850 promoter activation; activation, % at 6 µM; HEK293 lucGAA850 FXN promoter luciferase reporter, 24 h; percent of 10 µM SAHA response; 0.56% of 360,000 active;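 active means activation above the average of all compounds screened plus 3 SD, cutoff fixed separately per campaign, cut at about 7.5% in these data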;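 further: 0% = DMSO wells and 100% = 10 µM SAHA wells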
sPLA2-III inh = Blocks human group III sPLA2 activity; Q9NZ20; QFRET BODIPY PC-A2 liposome hydrolysis, fluorescence; inhibition, % at 12.2 µM; 0.56% of 370,000 active;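 active means inhibition above mean plus 3 SD of compounds lying within the high and low control bounds, cut at about 19% in these data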;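 further: 0% = median of test compound wells and 100% = no enzyme DMSO wells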
hcDAF-12 act = activators of H. contortus DAF-12 nuclear receptor | HEK293 hcDAF-12 lit1-tk-luc reporter, luminescence; 0% DMSO, 100% Δ7-dafachronic acid | activation, % at 6.8 µM | 1.4% of 370,000 active;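 active means activation above the mean of all tested compounds plus 3 SD, cut at about 5.5% in these data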;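 further: 100% = response to 3 µM Δ7-dafachronic acid high control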
Numbers without * were called inactive; . = not tested or not shown. Random draw from the library; any-hit rate near 6.7%.

SMILES | GC-B act | NPR1 activator | hgDAF-12 ag | SMARCA2 act | KLK7 zymogen act | DAX1 inh-1 | DAX1 inh-2 | ssDAF-12 act | GAA850 FXN act | sPLA2-III inh | hcDAF-12 act
O=C(Nc1cccc2ncccc12)c1ccc([N+](=O)[O-])o1 | -5.3 | 1.1 | -1.9 | 15.1* | 0.7 | -1.2 | -0.9 | -0.6 | 0.2 | 2.2 | 0.7
COc1ccc(C2SCC(=O)N2c2c(C)n(C)n(-c3ccccc3)c2=O)cc1 (stereo not given) | -2.0 | -0.6 | -1.0 | 0.2 | 0.2 | 1.0 | 1.2 | -0.5 | 0.3 | 3.3 | -0.8
COC(=O)CCn1nnc(-c2cccs2)n1 | 4.2 | 3.2 | -1.6 | 1.3 | -0.4 | -0.6 | -0.6 | -1.2 | -2.5 | 0.6 | -0.6
CCCCC1(C)NC(=O)N(CC(=O)Nc2ccc(S(=O)(=O)N3CCOCC3)cc2)C1=O (stereo not given) | -0.6 | 0.3 | -1.4 | 1.4 | -0.1 | 0.6 | 0.4 | -1.1 | -1.3 | -10.4 | -0.6
O=C(Nc1ccccc1)c1cccc(S(=O)(=O)NCc2ccco2)c1 | 2.6 | -3.2 | -2.4 | 2.0 | 0.2 | -1.2 | -0.5 | -1.9 | 1.9 | -11.0 | -0.3
COc1ccc(C)cc1Nc1n[n+](-c2ccccc2)c(-c2ccc(OC)c(OC)c2OC)s1 | -11.8 | -9.9 | 0.4 | 1.1 | 8.7 | -0.3 | -0.1 | -1.0 | -0.6 | 3.6 | 0.2
Cc1cccc(NC(=O)c2cc(Cl)nc3ccccc23)n1 | 0.4 | 4.1 | -1.9 | -2.6 | 0.2 | 0.1 | 1.7 | -0.4 | 1.1 | 0.9 | 0.6
Cc1coc2c1c(C)cc1oc(=O)c(CC(=O)NCCCCCC(=O)O)c(C)c12 | -2.3 | 4.6 | 1.3 | -2.3 | 18.4* | 0.6 | -0.6 | -1.1 | 3.0 | -1.6 | -1.4
COc1cccc(OC2(C)CCN(Cc3cccn3-c3nccs3)C2)c1 (stereo not given) | -12.6 | -9.4 | 2.0 | 2.2 | 0.0 | -1.9 | . | -1.9 | -2.1 | -5.5 | -0.9
Cc1ccc(N(CC(=O)NCc2cccnc2)S(C)(=O)=O)cc1C | 0.8 | 2.2 | -1.8 | -4.9 | 0.3 | 0.2 | -0.6 | -0.6 | -2.0 | 11.5 | -1.2
CCOC(=O)c1cnn(-c2nc(C)cc(C)n2)c1N | 7.7 | 0.1 | 1.6 | -6.8 | -0.7 | 1.6 | -0.1 | -0.7 | -0.8 | 9.9 | -2.0
CN(C)CCCN1C(=O)c2cccc3cccc(c23)C1=O | 4.5 | 10.3 | 3.8 | 6.1 | 2.4 | 0.5 | 0.1 | -0.3 | 2.1 | -1.4 | 4.0
O=C1C=C(c2ccc(Cl)cc2)OC2(CCCC2)O1 | 2.2 | 0.6 | 2.9 | -1.9 | -0.6 | -1.8 | 1.4 | -0.9 | 1.5 | -1.8 | -1.6
O=S(=O)(c1ccccc1F)N1CCC(Oc2ccc(-n3cnnn3)cc2)CC1 | -4.0 | 0.2 | -6.0 | -2.8 | -0.4 | -1.1 | -2.3 | -1.5 | 0.0 | -15.9 | -4.9
O=C(c1ccco1)N1CCN(C2CC(=O)N(c3ccccc3)C2=O)CC1 (stereo not given) | 4.6 | -0.1 | 0.0 | -2.3 | -0.1 | 0.0 | -1.5 | -1.4 | -3.1 | 10.1 | -1.9
C[C@H]1CN([C@@H](C)CO)C(=O)CCCn2nncc2CO[C@H]1CN(C)S(=O)(=O)c1ccccc1F | 4.2 | 0.7 | 3.9 | -1.4 | 0.8 | 0.0 | 0.4 | -1.3 | 0.7 | -3.1 | -0.2
FC(F)(F)COc1ccc(-c2nnc(SCc3c(Cl)cccc3Cl)o2)cn1 | 7.4 | 0.4 | 0.1 | 2.1 | -1.0 | 0.0 | 1.2 | -1.5 | 1.2 | -2.3 | -1.4
CCOC(=O)c1[nH]c(CSc2nnnn2-c2ccccc2C)c(C(=O)OCC)c1C | -8.3 | -2.9 | -1.0 | -0.1 | 0.7 | -0.1 | -1.3 | -1.0 | 0.7 | -5.6 | -2.2
CC(=O)N(C)c1ccc(NC(=O)Nc2ccccc2C)cc1 | 0.8 | 2.8 | 4.5 | 4.8 | 0.1 | 1.0 | 3.1 | -0.8 | 3.5 | 4.7 | 0.8
CC(=O)CSc1nnc(-c2ccco2)n1-c1ccccc1 | 1.6 | 4.8 | -0.5 | -1.2 | 0.5 | -0.1 | 1.2 | -1.1 | -0.4 | -6.2 | -1.1
CCOC(=O)Cc1ccc(Nc2nc3cc(-c4sccc4C)sc3c(=O)n2C)cc1 | -9.0 | -9.9 | 6.0 | -1.0 | -0.1 | 1.1 | . | -1.4 | -2.1 | -10.6 | 0.4
N#Cc1c(NCCN)nc(-c2ccccc2)c2c1CCCC2 | -14.4 | -33.0 | 1.7 | -1.5 | 0.1 | 0.2 | -0.6 | -0.6 | -1.1 | 8.4 | -1.5
CCCC1(c2ccccc2)NC(=O)NC1=O (stereo not given) | -1.1 | -1.4 | 2.0 | -2.5 | -0.2 | 0.5 | -0.9 | -1.4 | 0.9 | 2.2 | -0.5
O=C(Nc1cc([N+](=O)[O-])ccc1Cl)C1CC1 | 2.2 | 1.3 | -2.5 | -2.3 | -0.2 | 0.2 | -0.1 | -1.0 | 2.6 | 1.6 | -0.1
COc1ccc2c(CC(=O)NNC(=O)c3cccs3)coc2c1 | 0.5 | 3.9 | 5.5 | 2.9 | -0.4 | 2.6 | 0.6 | -0.6 | 3.3 | 4.0 | 0.9
COc1ccc(OC(=O)c2ccncc2)cc1 | -0.3 | 0.4 | 0.8 | -1.0 | -0.1 | 0.1 | 1.0 | -1.5 | -1.4 | 4.7 | -1.4
COc1ccc(C(=O)CCN2CCc3cc(OC)c(OC)cc3C2)cc1 | -6.3 | 28.1 | 1.4 | -0.4 | 0.9 | 0.2 | -0.2 | -1.8 | 0.6 | 3.2 | 1.7
COc1cc2cnc(-c3ccccc3)c(-c3ccc(C#N)cc3)c2cc1OC | 5.7 | 2.5 | -2.9 | 0.3 | 0.4 | 0.0 | 1.3 | -1.6 | -0.9 | -9.9 | -0.8
CCN(c1ccccc1)S(=O)(=O)c1ccc(C(=O)OC(C)C(=O)NCCC2=CCCCC2)cc1 (stereo not given) | 3.1 | -0.7 | -0.9 | -3.2 | -0.1 | -0.8 | -0.8 | -1.1 | -1.3 | 10.2 | -3.1
CC1CC(C)CN(C(=O)c2cc3cc(Br)cc(Br)c3o2)C1 (stereo not given) | 2.0 | 1.0 | 1.9 | -2.3 | 0.1 | 0.7 | -0.4 | -0.3 | 10.1* | 2.1 | 0.8
COc1ccc(N(CC(=O)N/N=C/c2ccc(-c3ccc([N+](=O)[O-])cc3)o2)S(=O)(=O)c2ccc(C)cc2)cc1 | -4.7 | 6.5 | 2.4 | -1.6 | -0.5 | -0.2 | 0.5 | -1.1 | -0.8 | 4.1 | 1.1
COC(=O)[C@]12C[C@H](CC(=O)N3CCN(C(=O)c4ccco4)CC3)C(=O)N(Cc3ccccc3)C1=C[C@H](C1CCCC1)O[C@@H]2C | -2.9 | -5.1 | -1.2 | -6.2 | 0.7 | 0.4 | . | -1.1 | . | -11.7 | 1.7
O=C(NC1CCCCCC1)c1ccc(CS(=O)Cc2cccc(Cl)c2)o1 (stereo not given) | -1.1 | -4.7 | 0.9 | -1.7 | -0.7 | 0.3 | -0.1 | -1.2 | -0.1 | 5.4 | -1.1
COC(=O)c1ccc(C2C(C(=O)OCC(C)C)=C(C)N=C3SCCC(=O)N32)cc1 (stereo not given) | -11.6 | -3.0 | -0.6 | 0.0 | -0.7 | -0.3 | 0.1 | -0.5 | -3.1 | -0.4 | -0.9
Oc1ccc2ccccc2c1/C=N/c1nc2c(s1)CCCC2 | -0.3 | 0.2 | 1.6 | 0.0 | -0.1 | -0.5 | 0.1 | 0.1 | -1.0 | 9.1 | 3.0
COc1ccc(/C=C/C(=O)O)cc1S(=O)(=O)N1CCc2ccccc21 | 1.7 | 2.8 | 0.9 | -0.4 | 0.3 | 0.0 | -0.2 | -0.2 | 0.8 | 5.9 | 2.7
CCN1CCN(c2cc(C)c3cc(NC(=O)c4cccs4)ccc3n2)CC1 | -0.1 | 1.9 | 2.7 | 2.2 | 0.2 | 0.5 | 2.0 | 0.3 | 6.0 | -6.3 | 0.8
O=C1NC[C@H](CCCCN2C[C@H](Cc3ccc(O)cc3)N(CCc3ccccc3)C(=O)C2=O)N(CC2CCCCC2)C1=O | -1.4 | -0.2 | 2.0 | 6.7 | -0.6 | -0.2 | . | -1.3 | . | -9.0 | 0.0
O=C(CN(C(=O)c1csnn1)c1cccc2c1CCCC2)NC1CCCC1 | -3.2 | -3.8 | 2.8 | -1.7 | -0.3 | 0.4 | -0.2 | -0.7 | 0.3 | -3.2 | -1.9
Cc1cc(C(=O)CN2C(=O)C(=O)N(Cc3ccccc3)C2=O)c(C)n1Cc1ccc(F)cc1 | 2.6 | 1.9 | 0.8 | -1.7 | 0.6 | -1.4 | 0.6 | -0.9 | 0.8 | 7.3 | -1.8
O=C(/C=C/c1cc([N+](=O)[O-])ccc1OC(F)F)Nc1ccc(OC(F)F)cc1 | -1.3 | -3.0 | -1.6 | 0.7 | -0.2 | -0.8 | -1.0 | -0.2 | 1.9 | 0.0 | -4.1
O=C(COC(=O)/C=C/c1ccccc1Cl)NC1CC1 | 1.1 | 3.9 | 0.4 | 1.2 | -0.1 | 0.2 | 1.2 | -0.4 | -1.4 | -3.5 | 0.6
COCCNC(=O)CSc1c2c(nc3ccc(Cl)cc13)CCCC2 | -3.1 | -2.1 | 0.0 | 2.8 | 0.1 | -0.4 | -0.6 | -1.7 | 2.4 | -2.6 | -0.5
Cc1cc(C)nc(N2CCC(C(=O)NCc3ccccc3)CC2)n1 | 1.5 | -0.6 | 2.3 | -4.3 | 0.3 | 0.2 | -1.3 | -1.6 | 0.5 | 7.3 | -0.9
Cc1cccc(N2CCN(C(=O)CC(NC(=O)c3ccccc3Cl)c3ccccc3)CC2)c1C (stereo not given) | 3.4 | -0.2 | -3.4 | -2.5 | 0.6 | -0.8 | -0.5 | -1.7 | 0.9 | -15.1 | -1.6
COc1ccc(/C=C/C(=O)N2CCN(c3ccccn3)CC2)cc1OC | -1.2 | -3.2 | -1.4 | 2.7 | 1.6 | -0.4 | -2.4 | -1.6 | 0.7 | 3.0 | -0.1
CCOC(=O)c1sc(=S)n(Cc2ccccc2)c1N | -2.1 | 13.4 | 1.7 | -0.6 | 1.0 | -0.3 | 0.4 | -0.8 | -0.3 | -3.6 | 1.7
O=C1C[C@H](NC(=O)OCc2ccccc2)CO1 | 5.5 | 0.9 | 1.0 | -3.1 | 0.4 | 2.5 | 0.1 | -1.3 | 2.2 | 5.2 | -0.2
Clc1ccc(-c2noc(CCCc3ccccc3)n2)cc1 | 1.1 | 5.1 | 0.0 | -1.3 | -0.4 | 0.4 | -0.2 | -1.0 | -0.5 | -1.0 | -0.1
